High-throughput results deposited in PubChem by Vanderbilt High Throughput Screening Facility.
Cav3 T inh: blocks human Cav3.2 T-type calcium channel | O95180 | Cav3.2-expressing cells, Fluo-4 calcium fluorescence FDSS; active compounds read low | B-score at 10 µM | actives 4% (n = 100,000);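 active = single-dose well whose peak fluorescence ratio is a statistical outlier from its plate by either plate-standardised score or position-corrected B-score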
Numbers without * were called inactive. An excerpt; rates above refer to the full screens.

SMILES	Cav3 T inh
N#Cc1cc2c(nc1SCC(=O)NCc1ccc3c(c1)OCO3)CCCCC2	-2.5
CCC(c1nnnn1CC1CCCO1)N(CCN1CCOCC1)Cc1cc2cc(C)ccc2[nH]c1=O (configuration not stated)	0.36
CC[C@@]1(O)C(=O)OCc2c1cc1n(c2=O)Cc2cc3c(CN(C)C)c(O)ccc3nc2-1	-6.3*
Cc1ccc(O)c(NC(=O)CCC2CCCCC2)c1	-0.3
O=c1c(C(c2ccc(O)cc2)c2c(O)nc3n(c2=O)CCCS3)c(O)nc2n1CCCS2	0.14
CC1CCc2cccc3c2N1c1cc(C#N)c(C#N)cc1O3 (configuration not stated)	-3.6*
Cc1cccc(-n2c(-c3csc(C)c3)n[nH]c2=S)c1	1.3
CNS(=O)(=O)c1cnccc1N1CCN(c2cccc(Cl)c2)CC1	-0.18
O=C(Nc1ccc(NC(=O)c2cccs2)cc1)c1ccc(Br)o1	-0.065
O=C(ONC1=NCCCCC1)c1ccc(Cl)cc1	0.48
O=C(Nc1nc(-c2cccs2)cs1)c1cccc(S(=O)(=O)N2CCCCC2)c1	-9.2*
Cc1ccc(-c2n[nH]c(=O)c3ccccc23)cc1S(=O)(=O)NCCO	0.16
Cc1nc2ccccc2cc1OCc1ccc(Cl)cc1	0.0067
O=C(CCC(=O)NC1CCN(Cc2ccccc2)CC1)NCc1ccco1	0.23
COc1ccc2[nH]cc(S(=O)(=O)c3ccc(F)cc3)c(=O)c2c1	0.27
CC(=O)c1cccc(S(=O)(=O)N2CCCC(c3nc(-c4ccc(C)o4)no3)C2)c1 (configuration not stated)	0.24
Cc1ccc2[nH]c3c(=O)n(CCc4cnc[nH]4)cnc3c2c1	-0.014
CCN(CC)c1nc(N2CCOCC2)c(C#N)c2c1CN(C)CC2	0.5
COC(=O)c1ccccc1NC(=O)C1CC(=O)N(c2ccc(C)c(C)c2)C1 (configuration not stated)	-2.7
Cn1c(SCC(=O)C(C)(C)C)nnc1-c1ccncc1	0.24
CCOC(=O)C1CCCN(C(=O)Cn2nc(CC)n3c(cc4sccc43)c2=O)C1 (configuration not stated)	2
O=C(CSc1nnc(COc2ccccc2)n1Cc1ccco1)Nc1ccc2c(c1)OCCO2	-1.6
N#Cc1c(NC(=O)CN2CCCCC2)sc2c1CCC2	0.39
COc1ccc(-c2cc(-c3cccs3)c(C#N)c(SCC(=O)NCc3ccccc3)n2)cc1	-0.064
COc1cc(OC)c(S(=O)(=O)NCc2ccco2)cc1S(=O)(=O)NCc1ccco1	0.011
O=C1c2ccccc2NC(c2ccccc2)N1/N=C/c1ccccc1 (configuration not stated)	-1.9
CCCCOC(=O)c1ccc(N2C(=O)CC(N3CCN(C/C=C/c4ccccc4)CC3)C2=O)cc1 (configuration not stated)	-6*
CN(Cc1cnc2nc(N)nc(N)c2n1)c1ccc(C(=O)N[C@@H](CCC(=O)O)C(=O)O)cc1	-1.1
O=c1[nH]cnc2scc(-c3ccccc3)c12	0.1
N#Cc1c(N)sc(=S)c2c1CCN(Cc1ccccc1)C2	-3.3
Cc1cc(C)nc(N2C(=O)CC(C(=O)O)NC2=NCCc2c[nH]c3ccccc23)n1 (configuration not stated)	-0.6
CCOC(=O)C1=C(C)NC(SCC(N)=O)=C(C#N)C1c1cccs1 (configuration not stated)	1.5
COc1nc(Oc2ccc(=O)n(C)n2)nc(N(C)C)n1	-0.097
Fc1ccc(Nc2nc(N3CCOCC3)c3ccccc3n2)cc1	-0.32
Cc1ccc(S(=O)(=O)c2c(C)cc(C)nc2Oc2cccc(C)c2C)cc1	-1.2
O=C(Nc1ccc2c(c1)OCO2)NC1CCN(Cc2ccccc2)CC1	0.67
COc1ccccc1NC(=O)CSC1CC(=O)N(c2ccc3c(c2)OCO3)C1=O (configuration not stated)	0.67
CCC(CC)C(=O)NCCc1ccc(F)cc1	0.15
CCC(C)(C)n1nnnc1C(C(C)C)N1CCN(C)CC1 (configuration not stated)	0.72
O=S(=O)(c1cccs1)N1CCc2ccccc2C1	-1
CC1Cn2c(nc3sc4c(c3c2=O)CCC4)N1CCO (configuration not stated)	-0.33
O=S(=O)(c1ccc(F)cc1)n1ccc(-c2cccc(OCc3ccc(Cl)cc3Cl)c2)n1	-2.7
CC(C)C(=O)N1CCN(c2ccccc2NC(=O)c2cccc(Cl)c2)CC1	-3.4
C/C=C(\C)C(=O)N1CC2(CC(c3cccc(NC(=O)CC(c4ccccc4)c4ccccc4)c3)=NO2)C[C@H]1C(N)=O (some centres not stated)	-0.35
O=C(C1=C(O)C(=O)N(CCc2ccccc2)C1c1cccnc1)c1ccco1 (configuration not stated)	0.98
CCCN(CCC)S(=O)(=O)c1ccc(NC(=O)c2cc(C(=O)OC)cc([N+](=O)[O-])c2)cc1	-0.14
CCCN1C=CC(=C/C=C(\C#N)C(=O)OCC)C=C1	-3
O=C1CSC(c2ccccn2)N1c1ccccc1 (configuration not stated)	1.2
O=C(NCc1ccc2c(c1)OCO2)c1cc(-c2ccccc2)nn1CC1CC(c2cccnc2)=NO1 (configuration not stated)	1.7
O=c1oc2ccccc2cc1-c1csc(NN=C2CCCCC2)n1	-3
O=C(CSc1nc(-c2ccccc2)cc(=O)[nH]1)NCc1ccc2c(c1)OCO2	0.48
Cc1ccc(OCc2nnc(SCC(=O)NC3CCCCC3)n2C)cc1	0.12
CCCc1nc(NCc2ccco2)c(C#N)c2c1COC(C)(C)C2	-0.72
CCCNS(=O)(=O)c1ccc(OCC(=O)NCc2ccco2)cc1	0.047
COc1ccc(-c2ccc(-c3noc(C(C)C)n3)c(OC)n2)cc1	-1.8
Cc1ccc(S(=O)(=O)/N=C(/Nc2nc(C)cc(C)n2)N2CCOCC2)cc1	-0.011
CCN=c1scc(-c2ccc3c(c2)NC(=O)CO3)n1N=C1CCCC1	-1.4
CCOC(=O)C[C@H]1c2cc(F)ccc2S(=O)(=O)N1c1ccccc1	1.7
O=C(NCCCN1CCOCC1)c1ccc(Cl)s1	1.6
CCc1ccc(N(CC(=O)NC2CCCCC2)S(=O)(=O)c2c(C)noc2C)cc1	-0.034

Sorted by length of the SMILES (ascending): part of the list above.
SMILES	Cav3 T inh
O=C(NCCCN1CCOCC1)c1ccc(Cl)s1	1.6
CC(C)C(=O)N1CCN(c2ccccc2NC(=O)c2cccc(Cl)c2)CC1	-3.4
O=C(CSc1nc(-c2ccccc2)cc(=O)[nH]1)NCc1ccc2c(c1)OCO2	0.48

The list continues.
SMILES	Cav3 T inh
COC(=O)c1ccc(NC(=O)CNC(=O)C2CCCCC2)cc1	-0.25
O=C1NC(c2ccccc2)(C(F)(F)F)C(=O)N1Cc1cccnc1 (configuration not stated)	-0.19
COc1ccc(OC)c(NC(=O)CSc2nnc(CNC(=O)COc3ccc(Cl)cc3)o2)c1	-3
CSc1nnc2c(n1)OC(C)=Nc1ccccc1-2	0.39
CS(=O)(=O)N(CC(=O)N1CCOCC1)c1ccc2c3c(cccc13)CC2	1
CC1CCc2nc(N)c(C#N)c(-c3cccnc3)c2C1 (configuration not stated)	1.3
CN(Cc1ccccc1)Cc1c(F)cccc1F	-0.46
COC(=O)c1sc(NC(C)=O)c(C(=O)OC)c1C	1.2
O=C(CN1CCN(c2ccccc2)CC1)Nc1ccc(-n2cnnn2)cc1	-0.11
C=CCn1c(SCC(=O)NCc2ccco2)nc2sc(C)c(C)c2c1=O	0.011
O=C(CSc1nnc(-c2cccc(S(=O)(=O)N3CCCCC3)c2)o1)NCCC1=CCCCC1	0.86
CC(C)(C)C1CCC(=NNS(=O)(=O)c2ccc(Br)cc2)CC1 (configuration not stated)	-1.1
O=C(COC(=O)CCCNC(=O)c1ccc(Cl)cc1)NC1CC1	0.8
COc1ccccc1C(=O)Nn1cnc2ccccc2c1=O	0.64
O=C1CC(c2c[nH]c3ccccc23)C(=O)N1c1ccccc1 (configuration not stated)	-0.37
CCCc1[nH]nc2c1C(c1ccncc1)C(C#N)=C(N)O2 (configuration not stated)	0.95
CN(C)c1ccc(C(=O)C(O)c2ccccc2)cc1 (configuration not stated)	0.95
CCOc1nc(NCc2ccco2)nc(Nc2ccc(OC)cc2)n1	-1.9
Cc1cc(NC(=O)c2c(-c3ccccc3Cl)noc2C)no1	-0.59
COc1ccc(OC)c(NC(=O)C23CC4CC(C2)CC(n2cnc(Br)n2)(C4)C3)c1	0.67
O=C(c1cc(-c2ccc(Cl)cc2)n(-c2cc(Cl)ccc2Cl)n1)N1CCOCC1	-1.9
COc1ccc(N(CC(=O)Nc2nccs2)S(=O)(=O)c2c(C)nn(C)c2C)cc1	-0.74
Clc1ccc(/C=N/c2c(-c3ccc(Cl)cc3)nc3n2CCS3)cc1	-0.86
Cc1nnc(SCCn2c(Br)nc3c2c(=O)n(C)c(=O)n3C)s1	1.3
COCCN1C(=O)C(=O)/C(=C(/O)c2cccc(OC)c2)C1c1ccco1 (configuration not stated)	-1.3
Clc1cccc(Cl)c1CSc1nnc(CN2CCOCC2)n1-c1ccccc1	-1.6
CCOC(=O)c1c(N)sc(C(O)(C(F)(F)F)C(F)(F)F)c1-c1ccccc1	-2.7
CC1(C)CC(CC(=O)O)(c2ccc(F)cc2)CCO1 (configuration not stated)	-0.11
COc1cc(C2C3C(=O)N(c4ccccc4)C(=O)C3ON2c2ccccc2)ccc1O (configuration not stated)	-0.65
CCCC(=O)NCc1nc2ccccc2n1C	0.097
COc1cccc(OC)c1OCc1cc(C2C3CCCC=C3C(C#N)=C(N)C2(C#N)C#N)c(C)cc1C (configuration not stated)	-1.3
COc1ccc(O)c(C(=O)c2cnc3onc(C)c3c2)c1	-1.8
O=C1C2C3C=CC([C@@H]2C(=O)N1Cc1cccnc1)C31CC1 (some centres not stated)	0.82
Cc1ccccc1OCC(=O)Nc1ccc2c(c1)COC2=O	0.1
CCOC(=O)c1ccc(N2C(=O)CC(N(Cc3ccc4c(c3)OCO4)C(=O)Nc3ccccc3)C2=O)cc1 (configuration not stated)	-3.9
CCN(C(=O)CSc1nnnn1-c1cc(C)ccc1OC)C1CCS(=O)(=O)C1 (configuration not stated)	1.7
CN(C)c1oc(-c2ccccc2Cl)nc1P(=O)(c1ccccc1)c1ccccc1	-7.3*
N#Cc1cc(-c2ccc(Cl)cc2)cn(Cc2c(Cl)cccc2Cl)c1=O	0.64
N#Cc1c(-c2ccccc2)c(-c2ccccc2)n(Cc2ccco2)c1NC(=O)c1cccs1	-8.9*
CC(CCc1ccco1)NC(=O)c1cc2c(-c3ccccc3F)nn(C)c2s1 (configuration not stated)	-2.7

5 compounds already listed, arranged by the value under Cav3 T inh, descending.
canonical_smiles | Cav3 T inh
CC1(C)CC(CC(=O)O)(c2ccc(F)cc2)CCO1 (configuration not stated) | -0.11
Clc1ccc(/C=N/c2c(-c3ccc(Cl)cc3)nc3n2CCS3)cc1 | -0.86
COCCN1C(=O)C(=O)/C(=C(/O)c2cccc(OC)c2)C1c1ccco1 (configuration not stated) | -1.3
COc1ccc(O)c(C(=O)c2cnc3onc(C)c3c2)c1 | -1.8
CN(C)c1oc(-c2ccccc2Cl)nc1P(=O)(c1ccccc1)c1ccccc1 | -7.3*

Other entries.
SMILES	Cav3 T inh
O=C(COc1ccc2ccccc2c1)NCCn1ccc2ccccc21	-2.7
O=C(O)C[C@H]1c2cc(F)ccc2S(=O)(=O)N1Cc1ccccc1	1.1
CSc1nc(NC(C)(C)C)nc(N2CCOCC2)n1	-3.6
Nc1nnc(-c2cn(-c3ccccc3)nc2-c2ccccc2)o1	0.92
Cn1c(N2CCCCC2)cc(=O)n(C)c1=O	1.2
COc1ccc(-c2[nH]nc3c2C(c2ccncc2)C(C#N)=C(N)O3)cc1 (configuration not stated)	0.97
CC1=C(C(=O)OCC2CCCO2)C(c2ccc(C)o2)C2=C(CC(c3ccc(F)cc3)CC2=O)N1 (configuration not stated)	-2.6
Cc1nccn1S(=O)(=O)c1ccc(Br)cc1Br	0.39
COC(=O)Nc1sc2nc(C)cc(C)c2c1-n1cccc1	1.6
O=C(NCCc1c[nH]c2ccccc12)c1ccc(-n2cnnn2)cc1	0.17
COC(=O)C1=C(C)N=C2SC(C)C(=O)N2C1c1cccs1 (configuration not stated)	-0.039
Cc1ccc(CN2CCN(/N=C/c3ccco3)CC2)c(C)c1	1
CCC(=O)N1c2ccccc2NC2=C(C(=O)CCC2)C1c1cccnc1 (configuration not stated)	0.61
c1c(C2CCCCC2)n[nH]c1CN1CCCCC1	0.45
O=S(=O)(NCCc1ccccc1)c1ccccc1	-1.3
O=C(Nc1c(F)cc(F)cc1Br)C1CCCO1 (configuration not stated)	0.025
Nc1ccc(O)c(C(=O)O)c1	0.38
CCOC(=O)C1CN(S(=O)(=O)c2ccccc2)CCN1S(=O)(=O)c1ccccc1 (configuration not stated)	0.26
O=C(c1cc2ncc(Br)cn2n1)N1CCN(C(=O)c2ccco2)CC1	-0.23
CC(Oc1ccc(Cl)cc1Cl)C(=O)N/N=C1\CCCc2ccccc21 (configuration not stated)	-0.064

Reprinted from the part before: 2 compounds, followed by the next part.
SMILES	Cav3 T inh
O=C(c1cc2ncc(Br)cn2n1)N1CCN(C(=O)c2ccco2)CC1	-0.23
CC(Oc1ccc(Cl)cc1Cl)C(=O)N/N=C1\CCCc2ccccc21 (configuration not stated)	-0.064
CC(=O)Nc1ccc(NC(=O)C(C)OC(=O)CN(C)S(=O)(=O)c2ccc(Cl)cc2)cc1 (configuration not stated)	1.6
CCCCCOC(=O)CSc1nnc(-c2ccccc2)c(=O)[nH]1	-0.86
Cc1ccc(NC(=O)Nc2cccs2)nc1	0.55
NC(=O)Cc1cn(-c2ncc(C(F)(F)F)cc2Cl)c2ccccc12	-0.21
CN(C1CCCCC1)S(=O)(=O)c1ccc(NC(=O)c2ccc(Br)o2)cc1	-3
Nc1nc(NC(=O)c2ccco2)nn1-c1ccccc1	0.76
